Screening data: PubChem, National Center for Advancing Translational Sciences (NCATS)
HepG2 tox – qHTS for Inhibitors of TGF-b: Cytotox Counterscreen | HepG2 CAGA-GFP viability, ATP luminescence, 18 h | Potency, µM (highest dose often 46.1 µM), for the others: at the top dose activity change, negative = cytotoxicity, most hits filed as cytotoxic | actives 0.76% (n = 410,000) | AID 588856, 2011; also: some results filed as inactive show a strong effect at the top dose
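HepG2 CAGA-GFP cells (1000/well, DMEM with 1% FBS) received compound, then TGF-beta at 500 pg/mL final, and were incubated 18 hours at 37 degrees C. Viability was read by CellTiter-Glo luminescence. Media-only wells were set as complete cell-killing and DMSO as no toxicity.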
ATXN viability – Viability Counterscreen for Primary qHTS for Inhibitors of ATXN expression | S2 cells (HEK-293 line with an ATXN2-luciferase reporter) viability, CellTiter-Fluor protease fluorescence, 24 h | AID 651635, 2014 | actives 0.49% (n = 400,000) | Potency, µM (highest dose often 56.7 µM), hits mostly cytotoxic; also: nearly all actives have a fitted effect of over 40% in size
EPAC2 antagonist – qHTS for Antagonist of cAMP-regulated guanine nucleotide exchange factor 2 (EPAC2): primary screen; Rap guanine nucleotide exchange factor 4 (Homo sapiens), Q8WZA2; EPAC2 GEF exchange of Rap1B-BODIPY-GDP, fluorescence; Potency, µM (top dose mostly 114 µM), without a hit: at the highest dose activity, negative = inhibition, hits mostly inhibitors; actives 0.18% (n = 360,000); AID 720708, 2013; also: % is scaled to controls: 0 for no effect and ±100 for the full control effect; nearly all actives have a fitted effect of over 45% in size; many of its hits are not listed in these tables
Target sequence (Q8WZA2 whole entry, looked up): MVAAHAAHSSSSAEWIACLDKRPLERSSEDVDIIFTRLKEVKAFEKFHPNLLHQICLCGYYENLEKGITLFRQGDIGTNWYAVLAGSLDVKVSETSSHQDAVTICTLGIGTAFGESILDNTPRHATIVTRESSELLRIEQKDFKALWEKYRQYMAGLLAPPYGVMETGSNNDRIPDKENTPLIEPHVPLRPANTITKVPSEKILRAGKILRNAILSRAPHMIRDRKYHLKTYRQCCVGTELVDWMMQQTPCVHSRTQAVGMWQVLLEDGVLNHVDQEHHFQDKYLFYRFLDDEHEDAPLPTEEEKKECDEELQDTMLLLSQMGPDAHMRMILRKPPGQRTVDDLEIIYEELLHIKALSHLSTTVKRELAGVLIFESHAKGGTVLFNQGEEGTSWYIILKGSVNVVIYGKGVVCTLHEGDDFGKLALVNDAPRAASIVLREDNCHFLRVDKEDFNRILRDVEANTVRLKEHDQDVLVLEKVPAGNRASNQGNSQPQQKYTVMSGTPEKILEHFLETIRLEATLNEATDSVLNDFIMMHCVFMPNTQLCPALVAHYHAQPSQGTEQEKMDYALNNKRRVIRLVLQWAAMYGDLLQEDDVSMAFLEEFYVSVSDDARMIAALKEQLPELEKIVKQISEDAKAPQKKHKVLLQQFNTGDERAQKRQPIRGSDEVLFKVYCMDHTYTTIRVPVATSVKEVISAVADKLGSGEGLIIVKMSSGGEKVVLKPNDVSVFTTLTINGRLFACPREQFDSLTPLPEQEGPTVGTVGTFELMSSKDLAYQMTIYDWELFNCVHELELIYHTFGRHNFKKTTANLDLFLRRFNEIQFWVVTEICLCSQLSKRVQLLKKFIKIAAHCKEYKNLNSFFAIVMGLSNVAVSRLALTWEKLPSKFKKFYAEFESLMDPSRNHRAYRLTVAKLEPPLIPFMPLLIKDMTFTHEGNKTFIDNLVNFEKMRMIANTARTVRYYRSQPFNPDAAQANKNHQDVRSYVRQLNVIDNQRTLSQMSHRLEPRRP
A549 viability – Nrf2 qHTS screen for inhibitors: counterscreen for cytotoxicity; A549 ARE-Fluc cells, CellTiter-Fluor viability, 18-24 h; Potency, µM (titrated, usually from 46 µM), for the others: at the highest dose activity change, negative = cytotoxicity, most hits filed as inhibitors; actives 0.16% (n = 390,000); AID 504648, 2011; also: % is scaled to controls: 0 for no effect and ±100 for the full control effect
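A549 ARE-Fluc cells in 5% FBS OPTI-MEM, 5000 cells/well, rested 2 h then exposed to compounds in concentration-response for 18-24 h at 37 °C. Viability by CellTiter-Fluor fluorescence (Ex 405/Em 525) after 30 min; luciferase luminescence (BugLite, 15 min, RT) read afterwards.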
Nrf2 activator – qHTS of Nrf2 Activators; Potency, µM (titrated, usually from 46.1 µM), for inactives: top-dose activation, most hits filed as activators; AREc32 ARE-luciferase reporter (MCF7-derived line), luminescence, 24 h; actives 0.31% (n = 410,000); also: % of control where 0% means no effect; nearly all actives have a fitted effect of over 65% in size
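Nrf2 activation is followed as ARE-luciferase induction in the AREc32 line after one day of compound treatment; luminescence is read with Steady-Glo.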
ATXN2 expr inh – Primary qHTS for Inhibitors of ATXN expression. actives 0.72% (n = 360,000). Potency, µM (highest dose often 57 µM), for the others: at the top dose activity change, negative = inhibition, usual class: inhibitors. HEK-293 ATXN2-luciferase reporter, luminescence, 24 h. AID 1745845, 2022; also: % is scaled to controls: 0 for no effect and ±100 for the full control effect; nearly all actives have a fitted effect of over 55% in size
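qHTS (up to 57 uM final) was run with 24 h compound exposure of reporter cells at 37 °C. Each well was multiplexed: SteadyGlo luminescence measured ATXN2-luciferase expression after a fluorogenic Gly-Phe-AFC viability readout (25 uM final).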
Nrf2 block – Nrf2 qHTS screen for inhibitors. A549 ARE-Fluc reporter, luciferase luminescence, 18-24 h. Potency, µM (titrated, usually from 46 µM), without a hit: at the highest dose activity change, negative = inhibition, actives largely listed as inhibitors. actives 2.1% (n = 360,000). AID 504444, 2011; also: % is scaled to controls: 0 for no effect and ±100 for the full control effect; nearly all actives have a fitted effect of over 60% in size
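Quantitative HTS in A549 cells stably bearing an antioxidant response element-firefly luciferase construct. Inhibition of Nrf2-driven transcription was scored by luminescence after 18-24 h of compound exposure at 37 °C.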
TGFb inhibitor – qHTS for Inhibitors of TGF-b. HepG2 CAGA-GFP TGF-b/SMAD3 reporter, GFP fluorescence, 18 h; TGF-beta stimulated, 500 pg/mL final. Potency, µM (titrated, usually from 46.1 µM), without a hit: top-dose activity, negative = inhibition, most hits filed as inhibitors. actives 1.2% (n = 410,000); also: % is scaled to controls: 0 for no effect and ±100 for the full control effect; nearly all actives have a fitted effect of over 65% in size
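GFP signal (ex488/em500-530) from TGF-beta-stimulated HEPG2 CAGA-GFP cells, 500 pg/mL final, 18 h at 37 degrees C in DMEM plus 1% FBS, normalized to unstimulated and DMSO-stimulated controls.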
MCF10A rereplic – A quantitative high throughput screen for small molecules that induce DNA re-replication in MCF 10a normal breast cells; MCF 10A DNA re-replication, Hoechst nuclear intensity, 48 h; Potency, µM (doses to about 46.1 µM), inactives show top-dose activity, positive = re-replication, actives largely listed as activators; actives 2.9% (n = 350,000); also: % of control where 0% means no effect; nearly all actives have a fitted effect of over 50% in size
Active calls of the source: *; i = inactive; ? = inconclusive; . = not tested or not shown; [ ] = another dose, or the depositor's remark. Calls follow the shape of the dose curve; as a rule, active = well fitted curve in the direction sought with a large enough effect; inconclusive = small, poorly fitted or top-dose-only effect, or another doubt; inactive = no such curve, though single readings can be large; an effect the other way counts as inactive or inconclusive. Potency is read from the fitted curve at half-maximal effect.

nr	mol	HepG2 tox	ATXN viability	EPAC2 antagonist	A549 viability	Nrf2 activator	ATXN2 expr inh	Nrf2 block	TGFb inhibitor	MCF10A rereplic
1	O=C(Nc1ccc2c(c1)OCCO2)C1CCCN(S(=O)(=O)c2cnc[nH]2)C1 (centres undefined)	0%	i	4%	-1%	0.0%	3%	18%	-1%	10%
2	Cc1nnc(N2CCN(c3ccccc3)CC2)[nH]c1=O	13%	?	15%	-1%	-0.3%	-12%	?	6%	?
3	CCN(C(=S)Nc1cccc(C)c1)c1ccccc1	19%	i	1%	13%	-0.9%	1%	15%	-5%	0%
4	CCOC(=O)C1=CC[C@@H](c2ccccc2)N(S(=O)(=O)c2ccc(C)cc2)[C@H]1c1ccccc1C	-27%	i	3%	.	-0.5%	-10%	.	-22%	.
5	O=C(NCc1cccs1)C1CC(c2ccc(Cl)cc2)=NO1 (centres undefined)	-6%	i	-11%	-2%	2.6%	24%	?	?	9.2µM*
6	CC(NC(=O)c1ccccc1)C(=O)Nc1ccccc1 (centres undefined)	-20%	i	6%	-1%	0.1%	-11%	9%	0%	-3%
7	Cc1ccc(-c2csc(NC(=O)CN3C(=O)CCC3=O)n2)cc1	15%	i	3%	2%	0.5%	10%	10%	31%	-18%
8	CC1Oc2ccc(C#N)cc2N(Cc2ccc(F)cc2)C1=O (centres undefined)	-13%	?	3%	.	0.0%	1%	.	14%	.
9	CC(C)(C)c1ccc(CC(=O)N2CCC2(C)C(=O)NS(=O)(=O)c2ccccc2C(F)(F)F)cc1 (centres undefined)	-5%	i	-4%	.	-0.7%	3%	.	0%	.
10	O=C(c1ccccn1)c1ccc2ccccc2n1	-13%	i	3%	-10%	-0.2%	5%	-1%	-8%	0%
11	Cc1ccc2oc(=O)cc(CN3CC(C)OC(C)C3)c2c1 (centres undefined)	-11%	i	-1%	1%	-0.4%	.	-1%	-1%	-5%
12	CNC(=O)CN(c1cc(OCCOC)c(Cl)cc1Cl)S(=O)(=O)c1ccccc1	-1%	i	5%	-15%	0.5%	-16%	-21%	-2%	5%
13	CCn1ncc(/C=N\NC(=O)c2ccc3c(c2)c(C)c(C)n3Cc2ccccc2)c1C	-26%	i	-7%	-12%	0.0%	-6%	-24%	-3%	?
14	CC1CN(CCCSc2ccc(Cl)cc2)CC(C)O1 (centres undefined)	6%	i	-10%	3%	-0.3%	-13%	9%	-4%	0%
15	CC(CNC(=O)c1sc2ncccc2c1-n1cccc1)c1ccccc1 (centres undefined)	-31%	?	.	4%	10%	-15%	.	-30%	.
16	C/C(=N\NC(=O)c1cc(C)oc1C)c1ccc(C)c([N+](=O)[O-])c1	18%	i	1%	2%	-0.4%	67%[activator]	4%	24%	3%
17	COC(=O)CSc1cc(C)nc(NC(C)=O)n1	-1%	i	11%	-1%	-0.5%	8%	13%	0%	-178%[0.0737 µM]
18	CN(C)c1ccccc1C(=O)N1CCC(n2nccc2NC(=O)C2CC2)CC1	-1%	i	-12%	0%	0.1%	11%	4%	-8%	22%
19	CC(=O)N1CCC(C(=O)Nc2ccc3c(c2)CCC3)CC1	0%	i	-2%	-2%	-0.2%	1%	4%	-3%	1%
20	COc1ccc(C(=O)c2nccc3ccccc23)cc1	8%	i	?	1%	3.2%	-11%	?	-8%	?
21	COc1cc(C(=O)OCC(=O)N2CCNC2=O)cc(Cl)c1OC	8%	?	-1%	-3%	0.0%	1%	10%	0%	2%
22	COc1ccc(OC)c(/C=C/C(=O)Nc2cccc(S(=O)(=O)NC3=NCCCCC3)c2)c1	-14%	?	4%	-12%	1.0%	.	?	-2%	?
23	Cc1cc(NC(=O)CSc2nc(C(C)C)nc3sc4c(c23)CCC(C)C4)no1 (centres undefined)	-3%	?	13%	4%	2.4%	?	4%	12%	1%
24	CC1CN(C(=O)COC(=O)[C@@H](NC(=O)c2ccccc2Cl)C(C)C)CC(C)O1 (some centres undefined)	-10%	i	9%	1%	3.2%	?	-4%	7%	-5%
25	CC(C)C(C(=O)Nc1ccccc1F)N1C(=O)c2ccccc2C1=O (centres undefined)	-2%	i	-1%	-3%	-0.5%	-3%	30%	-16%	6%
26	CC[C@@]12C(=O)N(c3ccccc3)C(=O)N1[C@H](c1cccc(C)c1)[C@@H]1C(=O)N(Cc3ccccc3)C(=O)[C@@H]12	-1%	i	-9%	-1%	0.2%	2%	-5%	1%	15%
27	CCCOc1ccc(C2C(=O)N(C3CCCCCC3)CC(=O)N2CCC)cc1OC (centres undefined)	-28%	.	.	-4%	-0.3%	.	.	-5%	.
28	CC1CCCC(NC(=O)CCCn2c(=S)[nH]c3ccccc3c2=O)C1C (centres undefined)	9%	i	-4%	0%	0.4%	-18%	-2%	10%	0%
29	CN(C)S(=O)(=O)c1ccc(NC(=O)COc2cccc3c2OC(C)(C)C3)cc1	-3%	i	-4%	-10%	-0.2%	3%	12%	1%	11%
30	CC(C)N(C(=O)COC(=O)c1ccc([N+](=O)[O-])cc1)c1ccccc1	-5%	?	5%	0%	-0.1%	-21%	-11%	0%	?
31	CC(C)N=c1c([N+](=O)[O-])nn(C)n1O	-8%	i	0%	0%	-0.3%	0%	-10%	-7%	0.73µM*
32	CN(CC(=O)Nc1ccccc1Cl)C(=O)CSc1nncs1	7%	i	5%	3%	2.2%	-3%	6%	-6%	-1%
33	COc1ccccc1/C=C(/C(=O)OCC(=O)NCc1ccccc1)c1ccccc1	-2%	i	7%	3%	-0.1%	0%	19%	-8%	28%
34	c1ccc(CCNc2ccnc3cc4ccccc4cc23)cc1	11µM*	.	0%	-13%	0.2%	?	?	?	16µM*
35	Cc1ccc(C)c(OCCCCn2ccnc2)c1	-28%	i	1%	-11%	0.4%	-11%	?	-1%	2%
36	COC(=O)CNc1cc(S(=O)(=O)N2CCCCC2)ccc1Oc1ccc(C(=O)OC)cc1	-16%	i	-15%	3%	2.5%	?	1%	-7%	14%
37	C=CCn1c(SC(C)CC)nc(O)cc1=O (centres undefined)	0%	i	6%	3%	-0.4%	-4%	3%	?	17%
38	COc1ccc(C)cc1-n1nnnc1SCc1csc(C)n1	-3%	?	1%	-3%	0.1%	-32%	-15%	9%	2%
39	CN(Cc1cnn(C)c1)C(=O)c1sc2cccc(Cl)c2c1Cl	-75%	i	0%	-4%	3.3%	-7%	?	0%	-6%
40	Cc1nnc(NC(=O)CC23CC4CC(CC(C4)C2)C3)s1	5%	i	1%	-1%	1.1%	6%	?	1%	0%
41	CN1CCN(CC(O)COC(c2ccccc2)c2ccccc2)CC1 (centres undefined)	15%	i	0%	1%	-0.1%	-20%[11.3 µM]	-17%	13%	17%
42	CCOc1ccc2ccc(OCC)c(/C=N/n3cnnc3)c2c1	-5%	i	2%	1%	3.1%	-6%	-16%	-18%	8%
43	O=C(C1CC1)N1CCc2cc(Br)cc(S(=O)(=O)NCc3ccccn3)c21	2%	i	10%	1%	-0.6%	-12%	1%	?	1%
44	O=S(=O)(c1ccccc1)N1CCN(CC(O)COc2ccc3c(c2)CCC3)CC1 (centres undefined)	-24%	i	-11%	-21%	0.4%	-12%	16µM*	-8%	2%
45	O=C(CS(=O)(=O)c1c[nH]c2ccccc12)N1CCCc2ccccc21	-32%	i	-5%	14%	-0.1%	9%	-9%	-12%	-3%
46	Cc1cc(C=O)c(C)n1-c1ccc(N2CCCCC2)c([N+](=O)[O-])c1	-8%	?	9%	-9%	-0.8%	-31%	?	?	-2%
47	CCOc1ccc(NS(=O)(=O)c2cc(NC(=O)CCS(=O)(=O)c3ccc(C)cc3)ccc2OC)cc1	17%	?	-9%	2%	0.3%[9.22 µM]	6%	2%	4%	13%
48	Cc1cc(C(=S)N2CCOCC2)c(C)n1-c1ccc(F)cc1	8%	i	2%	-1%	-0.7%	7%	10%	-14%	0%
49	O=C(COC(=O)CNC(=O)c1ccc(Cl)cc1Cl)NC(=O)NC1CCCCC1	-22%	i	9%	-11%	-0.4%	-1%	9%	0%	2%
50	O=S(=O)(c1ccc(C2CCCCC2)cc1)N1CCN(c2ncccn2)CC1	2%	i	-2%	1%	-0.1%	-20%	?	-11%	?
51	CCOC(=O)N1CCC(NS(=O)(=O)c2ccc(C)c(Cl)c2)CC1	7%	i	-1%	2%	2.9%	?	-20%	2%	-2%
52	CCOc1ccccc1NC(=O)CSc1ccc(-c2sc(C)nc2C)nn1	-2%	i	-8%	3%	5.9%	-15%	21µM*	-19%	14%
53	Cc1cccc(-c2nc(C#N)c(NC3CCCCC3)o2)c1	-1%	?	6%	-1%	4.0%	52%[activator]	?	10%	?

Five entries out of the list, arranged by SMILES length, lowest first:
nr	mol	HepG2 tox	ATXN viability	EPAC2 antagonist	A549 viability	Nrf2 activator	ATXN2 expr inh	Nrf2 block	TGFb inhibitor	MCF10A rereplic
3	CCN(C(=S)Nc1cccc(C)c1)c1ccccc1	19%	i	1%	13%	-0.9%	1%	15%	-5%	0%
31	CC(C)N=c1c([N+](=O)[O-])nn(C)n1O	-8%	i	0%	0%	-0.3%	0%	-10%	-7%	0.73µM*
15	CC(CNC(=O)c1sc2ncccc2c1-n1cccc1)c1ccccc1 (centres undefined)	-31%	?	.	4%	10%	-15%	.	-30%	.
45	O=C(CS(=O)(=O)c1c[nH]c2ccccc12)N1CCCc2ccccc21	-32%	i	-5%	14%	-0.1%	9%	-9%	-12%	-3%
4	CCOC(=O)C1=CC[C@@H](c2ccccc2)N(S(=O)(=O)c2ccc(C)cc2)[C@H]1c1ccccc1C	-27%	i	3%	.	-0.5%	-10%	.	-22%	.

Only part of the results is shown; rates above refer to the full screens.
